# EBV LMP1 NFkB: reduces LMP1-driven NF-kappaB luciferase signal | 350,000 tested, 0.69% active | inhibition, % at 12.5 µM | LMP1-induced NF-kappaB luciferase reporter cells, luminescence; in the data active = inhibition above about 41%;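 note: 0% = neutral control wells and 100% = reference inhibitor control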
# SRC1 inh: inhibits human SRC1 coactivator. inhibition, % at 3.6 µM. 360,000 tested, 0.12% active. Q15788. HEK293 GAL4-SRC1 luciferase reporter, luminescence;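 active = inhibition above the campaign mean plus 3 SD, with each screening campaign given its own cutoff, cut at about 60% in these data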;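 note: 0% = DMSO treated cells and 100% = gossypol at 36 µM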
# NR5A2 inv ag: NR5A2 inverse agonism in reporter assay; O00482; HEK293T StAR-luciferase reporter, LRH-1 transfected, 24 h; inhibition, % at 3.6 µM; 360,000 tested, 0.13% active;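 active = inhibition above the mean inhibition of all tested compounds plus 3 SD, cut at about 73% in these data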;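 note: 0% = DMSO wells and 100% = reporter-only cells lacking LRH-1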
# Target sequence (O00482 whole entry, looked up): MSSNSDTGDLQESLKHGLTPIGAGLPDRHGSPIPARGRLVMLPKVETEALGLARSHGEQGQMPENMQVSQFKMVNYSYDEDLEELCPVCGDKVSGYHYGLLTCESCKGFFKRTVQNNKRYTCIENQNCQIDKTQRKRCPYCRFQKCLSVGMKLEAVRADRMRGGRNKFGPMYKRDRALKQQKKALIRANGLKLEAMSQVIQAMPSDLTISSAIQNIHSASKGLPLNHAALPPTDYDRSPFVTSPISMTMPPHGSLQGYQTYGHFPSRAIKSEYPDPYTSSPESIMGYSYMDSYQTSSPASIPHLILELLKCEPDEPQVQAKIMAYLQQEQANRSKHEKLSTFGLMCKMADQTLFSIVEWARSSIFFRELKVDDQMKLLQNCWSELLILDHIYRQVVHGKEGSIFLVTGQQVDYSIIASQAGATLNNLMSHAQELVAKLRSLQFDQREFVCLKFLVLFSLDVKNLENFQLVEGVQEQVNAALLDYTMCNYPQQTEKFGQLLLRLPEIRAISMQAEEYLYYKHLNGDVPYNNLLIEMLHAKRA
# NOD2 RIPK2 PPI: NOD2-RIPK2 protein interaction inhibition. O43353. CHO BLA complementation NOD2-RIPK2, CCF4 ratio. inhibition, % at 4.98 µM. 360,000 tested, 0.38% active; in the data active = inhibition above about 21%;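 note: 0% = vehicle only and 100% = reference blocker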
# Target sequence (O43353 whole entry, looked up): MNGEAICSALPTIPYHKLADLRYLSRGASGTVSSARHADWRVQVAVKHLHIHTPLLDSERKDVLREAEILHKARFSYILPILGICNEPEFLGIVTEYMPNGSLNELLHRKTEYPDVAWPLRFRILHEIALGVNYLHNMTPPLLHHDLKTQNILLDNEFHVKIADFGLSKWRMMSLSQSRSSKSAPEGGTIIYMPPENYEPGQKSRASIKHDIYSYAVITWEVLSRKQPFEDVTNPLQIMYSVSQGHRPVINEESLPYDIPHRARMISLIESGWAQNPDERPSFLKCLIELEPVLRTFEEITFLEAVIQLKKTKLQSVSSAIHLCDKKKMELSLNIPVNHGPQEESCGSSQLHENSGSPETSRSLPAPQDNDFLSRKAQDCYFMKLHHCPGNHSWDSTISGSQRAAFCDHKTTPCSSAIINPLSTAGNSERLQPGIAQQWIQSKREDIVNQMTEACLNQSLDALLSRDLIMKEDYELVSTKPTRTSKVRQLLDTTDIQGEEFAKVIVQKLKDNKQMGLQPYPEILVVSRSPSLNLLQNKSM
# SRC2 inh: human SRC2 (NCOA2) inhibition; AID 651957; inhibition, % at 9 µM; Q15596; 370,000 tested, 0.17% active; HEK293 GAL4-SRC2 luciferase reporter, luminescence;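 active = inhibition above the mean inhibition of all tested compounds plus 3 SD, set per campaign, cut at about 52% in these data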;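 note: 0% = DMSO treated cells and 100% = cells given Gossypol at 36 µM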
# MC4R antagonist: antagonists of human melanocortin 4 receptor (MC4R); AID 540295; 360,000 tested, 0.48% active; MC4R-expressing cells, MTII-stimulated cAMP, LANCE TR-FRET; inhibition, % at 6.5 µM; P32245;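 active = inhibition above its plate's cutoff, the mean of tested wells on that plate plus 3 SD, cut at about 29% in these data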;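 note: 0% = Melanotan II alone and 100% = Melanotan II plus saturating MCL0020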
#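 System: U2OS cells stably expressing human melanocortin 4 receptor (MC4R). Reagent: Melanotan II challenge after compound preincubation. Doses: 6.5 µM. Times: 30-min compound, 1-h challenge, 1-h detection, room temperature. Measured by: TR-FRET with Eu-cAMP and labeled anti-cAMP, 671 nm. Replicates: singlicate.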
# NCOA3 inh: human NCOA3 inhibition; AID 588352; HEK293 GAL4-SRC3 luciferase reporter, luminescence; inhibition, % at 3.6 µM; Q9Y6Q9; 360,000 tested, 0.17% active;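 active = inhibition above a per-campaign cutoff, the mean of all compounds plus 3 SD, cut at about 60% in these data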;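 note: 0% = DMSO-treated cells and 100% = gossypol-treated cells at 36 µM; higher means less SRC3-driven luciferase light from the GAL4 reporter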
# TLR9-MyD88 inh: blocks human TLR9 binding to MyD88; AID 504734; 340,000 tested, 0.21% active; inhibition, % at 4.98 µM; Q9NR96+Q99836; CHO BLA complementation TLR9-MyD88, CCF4 FRET ratio;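 active = inhibition above the mean over all tested compounds plus 3 SD, cut at about 21% in these data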;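 note: 0% = DMSO only wells and 100% = clavulanate BLA inhibitor control wells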
# MC4R barr agon: agonists of human melanocortin 4 receptor (MC4R) beta-arrestin; AID 540308; activation, % at 8.9 µM; P32245; U2OS MC4R beta-arrestin complementation, luminescence; percent of melanotan II response, DMSO zero; 360,000 tested, 0.98% active;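 active = activation above a per-plate cutoff, the mean activation of sample wells on that plate plus 3 SD, cut at about 8% in these data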
# ABHD5 PLIN5 PPI: inhibitors of human ABHD5-perilipin-5 interaction. Q00G26+Q8WTS1. inhibition, % at 4 µM. 360,000 tested, 0.78% active. AID 602281. Split G. princeps luciferase complementation, luminescence, 4 h;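 active = inhibition above the mean inhibition across every tested compound plus 3 SD, cut at about 22% in these data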;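 note: 0% = DMSO only wells and the 100% control is not disclosed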
# NR2F2 inh: blocks human COUP-TFII nuclear receptor. AID 686940. P24468. inhibition, % at 8.6 µM. HEK293T NGFI-A luciferase reporter, luminescence. 370,000 tested, 0.7% active;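 active = inhibition above a per-plate cutoff, mean inhibition of test wells between control levels plus 3 SD, cut at about 38% in these data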;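 note: cells cotransfected with COUP-TFII expression vector driving the NGFI-A reporter; 0% = median of COUP-TF2 test wells and 100% = reporter-only cells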
# * hit, by the source's call; . = not tested or not shown.
SMILES,EBV LMP1 NFkB,SRC1 inh,NR5A2 inv ag,NOD2 RIPK2 PPI,SRC2 inh,MC4R antagonist,NCOA3 inh,TLR9-MyD88 inh,MC4R barr agon,ABHD5 PLIN5 PPI,NR2F2 inh
Cc1c(C(=O)NNC(=O)c2cccnc2)cccc1[N+](=O)[O-],-4,5,9,2,10,8,-5,7,0.0,-1,-9
Cc1cc(C(=O)Nc2cccc(C(=O)O)c2)oc1C,66*,-154,-146,-12,-54,6,-87,-6,-1.1,3,-35
CC(C)n1c(SCC(N)=O)nc2c1c(=O)n(C)c(=O)n2C,-13,8,10,7,0,-13,7,7,-2.2,6,9
CCOc1ccc(N(CC(=O)NCc2ccc(OC)cc2)C(=O)CCC(=O)Nc2nccs2)cc1,1,2,-8,-1,-11,1,-10,-2,-2.0,-10,5
CCOC(=O)Cn1nnnc1C(CC)N(Cc1ccccc1)Cc1cc2cc(C)ccc2[nH]c1=O (stereo not given),0,7,7,2,7,14,16,2,3.4,1,-15
Cc1cc(C)n(-c2ccc(NC(=O)C3CCCCN3C(=O)c3ccoc3C)cc2)n1 (stereo not given),2,-4,1,2,10,5,4,-4,-1.6,-6,-5
O=C1CC2(CCN(C(=O)C3CC(=O)N(c4ccccc4)C3)CC2)Oc2ccccc21 (stereo not given),-4,-8,13,3,8,2,-9,-3,0.2,-3,6
COC(=O)CCC(=O)Nc1ccc(Cl)c(Cl)c1,-12,2,-6,-6,-12,0,-9,-1,-1.8,6,3
Clc1cccc(CSc2nc3ccncc3[nH]2)c1,1,-52,-13,-10,-24,5,-50,12,0.8,-3,-36
CC(C)CNC(=O)CCc1c[nH]c2ccccc12,-11,-3,9,-12,-21,-3,23,-4,-0.4,1,1
COCc1cccc(-c2csc(C(C)(NC(C)=O)c3ccc(OC)cc3)n2)c1 (stereo not given),.,-2,5,-4,-12,-2,3,.,-1.7,-3,9
O=C(Nc1cccc(Cl)c1)Nc1cccc(Cl)c1,-18,-18,-27,-2,-36,-2,-25,4,4.5,2,-4
Cc1cc(NC(=O)CN2C(=O)NC3(CCC(C)CC3)C2=O)no1 (stereo not given),-8,6,1,-2,0,10,14,-5,0.3,-4,8
COc1ccc(Cc2nnc(SCC(=O)c3c(N)n(C4CC4)c(=O)[nH]c3=O)o2)cc1,-1,13,1,-4,-17,2,-28,-15,-0.6,0,12
O=C1CCCCN1CC(=O)N1CCCC(N2CCN(c3ccccc3F)CC2)C1 (stereo not given),-2,4,-9,-9,-18,6,5,-10,-0.5,8,-22
O=C(CN1C(=O)c2ccccc2C1=O)Nc1ccc(Cl)cn1,1,-14,12,-5,-2,0,7,6,1.1,-6,-27
O=C(Nc1ccccc1F)c1ccc(S(=O)(=O)N2CCCCCC2)cc1,4,-16,-27,-10,-1,2,-7,-6,-0.2,-7,1
O=C(NCc1ccccn1)c1cc2cc(Br)ccc2oc1=O,4,-7,-18,-30,.,-5,5,-4,-0.3,3,.
O=C(NCc1cccnc1)c1cc(Sc2ccccc2Cl)nc2ccccc12,14,1,20,7,0,-5,17,-11,-0.3,6,3
Cc1ccc2c(c1)N(C(=O)CCC(=O)NCc1cccc(Cl)c1)CC(C)O2 (stereo not given),-5,-12,17,5,-1,-10,3,5,0.5,-2,2
Cc1ccccc1C(=O)N1CCC(C(=O)NC2CCCC2)CC1,-2,-15,2,-2,-10,-2,11,-5,-1.0,7,-3
C=C(C)CC(NCc1ccco1)c1ccc(OC)cc1 (stereo not given),3,6,-11,4,0,9,24,-14,0.8,2,-7
CC(=O)CSc1nnc(-c2ccc(S(=O)(=O)N3CCC(C)CC3)cc2)o1,-12,-11,9,8,-17,5,-17,1,-2.5,-6,2
O=[N+]([O-])c1ccc(F)cc1Oc1nc(-c2cccnc2)nc2ccccc12,-2,-41,21,-3,13,13,17,0,-2.5,-1,2

# Complete entries, looked up by structure. Screens in order: EBV LMP1 NFkB	SRC1 inh	NR5A2 inv ag	NOD2 RIPK2 PPI	SRC2 inh	MC4R antagonist	NCOA3 inh	TLR9-MyD88 inh	MC4R barr agon	ABHD5 PLIN5 PPI	NR2F2 inh
# Entry for C=C(C)CC(NCc1ccco1)c1ccc(OC)cc1 (stereo not given) = 3	6	-11	4	0	9	24	-14	0.8	2	-7
# Entry for CC(=O)CSc1nnc(-c2ccc(S(=O)(=O)N3CCC(C)CC3)cc2)o1 = -12	-11	9	8	-17	5	-17	1	-2.5	-6	2

# (list continues)
SMILES,EBV LMP1 NFkB,SRC1 inh,NR5A2 inv ag,NOD2 RIPK2 PPI,SRC2 inh,MC4R antagonist,NCOA3 inh,TLR9-MyD88 inh,MC4R barr agon,ABHD5 PLIN5 PPI,NR2F2 inh
CCOC(=O)CNC(=O)CSc1nnc(-c2ccco2)n1N,0,-4,6,-6,-5,3,-2,-10,-1.5,-3,16
CCc1ccc(CNCCNC(=O)c2ccco2)cc1,4,-43,-44,1,-54,8,-28,-2,-0.5,-11,-38
CN(C)C(CNC(=O)c1ccc2nccnc2c1)c1ccco1 (stereo not given),-30,-46,-17,-15,-6,1,-10,-8,-0.3,9,9
COc1cc(CCNC2=CC(=O)c3ncccc3C2=O)ccc1O,0,3,37,-1,18,-24,-15,-4,-2.6,-4,15
O=C(N/N=C/c1ccccc1F)c1csc2c1CCCC2,6,-97,-186,1,-29,3,-54,-3,-0.5,-3,-58
O=C(CC(SCCO)c1ccc2c(c1)OCO2)c1ccco1 (stereo not given),-5,-38,-9,16,-57,-8,-25,-2,-1.4,11,-18
Cc1ccc2nc(NC(=O)c3ccc4c(c3)OCO4)sc2c1,-36,-102,-124,-5,-63,-4,-86,-8,-0.7,3,-48
Cn1cc(CN2CCC(n3nccc3NC(=O)CCOc3ccccc3)CC2)cn1,1,13,10,-11,-7,-5,6,-3,-0.9,5,-2
COc1ccc(NC(=O)CN(C)C(=O)c2cc3c(cc2Cl)N2CCCCCC2=NS3(=O)=O)cc1,-2,-7,-14,-11,-6,4,-6,-4,0.1,17,5
Cc1ccc(NC(=O)CSCC(=O)NCCc2ccccc2)c(C)c1,-3,-18,6,-2,-42,6,2,-5,-3.3,-8,-2
O=C(OCc1cn([C@H]2C[C@H](c3ccccc3)N(C(=O)c3cccs3)C[C@@H]2O)nn1)c1ccccc1,1,-10,2,-2,22,3,12,5,-0.1,-7,12
Cc1nc2ccc(-n3ccc(=O)cc3)cc2s1,-7,-14,0,0,-7,-4,4,-2,-0.2,4,-3
NS(=O)(=O)c1ccc(CCNC(=O)COC(=O)/C=C/c2ccccc2Cl)cc1,-8,-18,-13,1,-24,22,9,-6,-2.5,1,14
Cc1ccccc1CN(C)C(C)C(=O)Nc1ccccc1F (stereo not given),-3,12,1,-14,3,4,15,2,0.5,-1,0
COc1ccc(CCNC(=O)C(=O)NCC2OCCN2S(=O)(=O)c2ccccc2)cc1 (stereo not given),-5,-6,-47,-2,7,24,-19,-6,1.0,-8,-4
COc1ccc(C(OC(=O)c2cccs2)C(=O)NCC2CCCO2)cc1 (stereo not given),-1,0,-8,-6,-3,1,11,9,-1.0,2,6
Nc1nnc(SCC(=O)N2CCN(c3ccccc3)CC2)s1,2,5,-23,3,-12,4,-11,10,-1.5,-2,3
CCN(CC)C(=O)c1sc2c(c1C)c(=O)n(-c1ccc(OC)cc1OC)c(=O)n2CC(=O)c1ccccc1,4,-13,-2,2,2,1,5,2,-1.7,-10,10
COCCN(C(=S)Nc1ccc(C)c(C)c1)C(C)c1ccco1 (stereo not given),0,7,-2,-4,-14,16,2,0,0.7,2,17
CCOc1ccc(Nc2nc(N)c([N+](=O)[O-])c(NCc3ccccc3)n2)cc1,-6,-5,0,-9,-25,16,-25,-17,2.0,0,4
COc1cc(Br)c(CCNC(=O)Cc2ccccc2)cc1OC,-7,-2,5,-5,-1,22,-10,9,2.2,1,14
CC(C)OC(=O)Nc1ccc(Oc2c(F)c(F)c(F)c(F)c2F)cc1,-6,-4,-15,-2,23,-4,1,0,7.2,1,-4
CCOc1cccc(/C(O)=C2/C(=O)C(=O)N(Cc3ccco3)C2c2ccncc2)c1 (stereo not given),-15,1,-1,-8,1,-2,-2,3,-2.6,1,-12
COc1cc(NC(=O)C/C(C)=N/NC(=O)Cc2ccc(Cl)cc2)c(OC)cc1Cl,-1,-17,-1,-3,9,7,-2,0,-2.3,11,0
CC(=O)COc1c(-c2ccco2)oc2ccccc2c1=O,-37,-3,1,2,-5,-5,-8,2,-1.9,3,-6
CC(C)NC(=O)c1ccc(COCC(F)(F)C(F)F)cc1,2,8,-5,2,-13,-2,-14,0,1.6,0,-6
Cc1ccc(S(=O)(=O)NCCC(=O)Nc2ccc(Cl)c(Cl)c2)cc1C,-14,17,8,-15,9,-2,9,-11,4.0,0,2
CC(=O)c1cccc(NC(=O)c2ccco2)c1,1,-25,-13,6,-17,0,6,0,-3.0,-1,-6
CCOCCn1c(=O)c2c(nc3n2CCCN3Cc2ccccc2)n(C)c1=O,-9,4,13,-2,9,2,-21,-7,-0.4,7,5
Cc1cccc(NC(=O)C2CCN(S(=O)(=O)c3ccc4c(c3)C(C)(C)C(=O)N4C)CC2)c1C,8,2,10,-11,1,-5,-3,4,-1.6,-2,-10
COc1ccc(OCc2cc(C(=O)N3CCCC(O)C3)no2)c2ccccc12 (stereo not given),-36,-71,-83,-9,-77,-2,-79,-6,-3.1,-2,-33
CCOC(=O)C1CCN(CC(C)(C)NS(=O)(=O)c2ccc(Cl)cc2)CC1,-4,0,-1,-17,9,13,1,2,5.2,-7,12
CN1CCN(c2nc(N3CCN(c4ccccc4)CC3)ncc2F)CC1,1,3,-2,-4,7,11,-3,-13,0.8,-6,-1
CC(C)C[C@H]1CNC(=S)N1C[C@H]1CCCN1C[C@H](Cc1ccc(O)cc1)N1C[C@H](Cc2ccc(O)cc2)N(CC2CCCCCC2)C1=S,.,7,-13,-2,29,.,-5,.,.,27*,7
C/C(CC(=O)Nc1cccc2c1CCCC2)=N\NC(=O)Cc1ccccc1,0,-6,-29,8,-23,9,-24,-3,-1.1,-5,8
COc1ccc(Cl)cc1S(=O)(=O)N1CCCC(C(=O)NCc2ccncc2)C1 (stereo not given),4,-7,19,-3,-16,3,12,7,1.7,-2,5
CCC(C)Nc1nc2c(c(=O)n(C)c(=O)n2C)n1Cc1ccc(F)cc1 (stereo not given),2,0,-8,-13,6,27,-7,-10,0.6,-6,6
CC(C)Oc1ccc(/C=C/C(=O)NCC2COc3ccccc3O2)cc1 (stereo not given),3,4,-2,6,-10,4,30,0,10*,-10,-8
O=C(NCC1CCCO1)c1cn(-c2ccccc2)nc1-c1ccc(F)cc1 (stereo not given),-8,-2,-12,11,-46,-4,-8,3,-1.6,-2,-8
CC(=O)Nc1ccc(S(=O)(=O)N2CCN=C2c2ccccc2)cc1,2,-21,12,7,-22,8,-32,2,-3.8,-3,6
COc1ccc(CN(C)C(C)C(=O)Nc2ccc(S(=O)(=O)N3CCCCC3)cc2)c(OC)c1 (stereo not given),-3,1,-1,-6,9,8,-1,-1,1.9,2,6

# Screening results: PubChem BioAssay, several laboratories

# Some of the compounds tested, so the mix of outcomes need not match the whole.
